CIT2 TOR yeast: alters CIT2-GFP fluorescence in TOR pathway yeast screen | GFP response vs DMSO, % at 10 µM | 320,000 compounds, 0.065% hits | S. cerevisiae CIT2-GFP strain, flow cytometry, 3 h; 100 means same as DMSO wells;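 active = GFP response relative to DMSO above a set limit, near the screen mean plus 3 SD, cut at about 150% in these data; inconclusive = Fewer than 70 cells measured for a yeast strain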;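 note: ratio of well median GFP fluorescence to mean of DMSO wells on the plate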
LAP4 TOR yeast: yeast TOR pathway LAP4-GFP modulation; S. cerevisiae LAP4-GFP multiplex, flow cytometry GFP, 3 h; median GFP as percent of DMSO wells; GFP response vs DMSO, % at 10 µM; 320,000 compounds, 0.34% hits; AID 2023;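 active = GFP response vs DMSO above a set limit, about the screen mean plus 3 SD, cut at about 150% in these data; inconclusive = under 70 cell events counted for the yeast strain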
CR mimetic SO: yeast age-related superoxide inhibition as caloric restriction mimetic | superoxide response (% of plate mean), % at 10 µM | S. cerevisiae aged cells, superoxide DHE fluorescence; active compounds read low | 330,000 compounds, 0.18% hits;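 active = superoxide response under a set limit, about three screen SD below normal, cut at about 65% in these data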;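 note: yeast aged for seven days with compound at 30 °C before DHE staining; 100% = average MFI of all compound-treated wells on the plate with controls excluded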
RPL19A TOR yeast: yeast TOR pathway RPL19A-GFP modulation; S. cerevisiae RPL19A-GFP strain, flow cytometry, 3 h; active compounds read low; percent response vs DMSO, % at 10 µM; 330,000 compounds, 0.3% hits; AID 2025;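 active = percent response vs DMSO below 50%; inconclusive = fewer than 70 events counted for the yeast strain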;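 note: median channel GFP fluorescence of the barcoded RPL19A-GFP strain; ratio of sample median GFP to plate DMSO average so 100% = DMSO; lower means less RPL19A-GFP as with rapamycin TOR inhibition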
MEP2-GFP yeast: modulators of TOR pathway MEP2-GFP in S. cerevisiae; 330,000 compounds, 0.51% hits; S. cerevisiae MEP2-GFP strain, flow cytometry GFP, 3 h; 100% = DMSO control level; GFP response vs DMSO, % at 10 µM;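 active = GFP response versus DMSO above a set limit, roughly screen mean plus 3 SD, cut at about 180% in these data; inconclusive = fewer than 70 cells counted for a yeast strain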;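 note: median GFP fluorescence of the barcode-gated MEP2-GFP cells per well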
AGP1 TOR yeast: alters AGP1-GFP fluorescence in TOR pathway yeast screen; AID 2066; 320,000 compounds, 0.02% hits; S. cerevisiae AGP1-GFP multiplex flow cytometry, 3 h; GFP as percent of DMSO wells; GFP response vs DMSO, % at 10 µM;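 active = GFP response relative to DMSO above a set limit, near screen average plus 3 SD, cut at about 150% in these data; inconclusive = fewer than 70 cells counted for the yeast strain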;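 note: median GFP channel fluorescence of the gated AGP1 strain per well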
Efflux pump mplx: inhibitors of Candida antifungal efflux pumps expressed in yeast; S. cerevisiae Candida pump triplex, Nile Red efflux; inhibition, % at 10 µM; 330,000 compounds, 0.44% hits; AID 485275;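 active = plate passing quality check with inhibition over a set limit, or well fluorescence over plate mean plus 4 SD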;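 note: Nile Red retained in pooled yeast measured as flow cytometry median fluorescence; 0% = buffer negative control and 100% = Enniatin B positive control; higher means more Nile Red kept so more efflux inhibition; some compounds called inactive have numbers as strong as hits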
AHR activator: human AHR activation | 320,000 compounds, 2.5% hits | P35869 | AID 2796 | AHR-responsive luciferase reporter cells, luminescence | activation, % at 5 µM; in the data active = activation above about 47%;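 note: 0% = vehicle wells and 100% = reference agonist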
Target sequence (P35869 whole entry, looked up): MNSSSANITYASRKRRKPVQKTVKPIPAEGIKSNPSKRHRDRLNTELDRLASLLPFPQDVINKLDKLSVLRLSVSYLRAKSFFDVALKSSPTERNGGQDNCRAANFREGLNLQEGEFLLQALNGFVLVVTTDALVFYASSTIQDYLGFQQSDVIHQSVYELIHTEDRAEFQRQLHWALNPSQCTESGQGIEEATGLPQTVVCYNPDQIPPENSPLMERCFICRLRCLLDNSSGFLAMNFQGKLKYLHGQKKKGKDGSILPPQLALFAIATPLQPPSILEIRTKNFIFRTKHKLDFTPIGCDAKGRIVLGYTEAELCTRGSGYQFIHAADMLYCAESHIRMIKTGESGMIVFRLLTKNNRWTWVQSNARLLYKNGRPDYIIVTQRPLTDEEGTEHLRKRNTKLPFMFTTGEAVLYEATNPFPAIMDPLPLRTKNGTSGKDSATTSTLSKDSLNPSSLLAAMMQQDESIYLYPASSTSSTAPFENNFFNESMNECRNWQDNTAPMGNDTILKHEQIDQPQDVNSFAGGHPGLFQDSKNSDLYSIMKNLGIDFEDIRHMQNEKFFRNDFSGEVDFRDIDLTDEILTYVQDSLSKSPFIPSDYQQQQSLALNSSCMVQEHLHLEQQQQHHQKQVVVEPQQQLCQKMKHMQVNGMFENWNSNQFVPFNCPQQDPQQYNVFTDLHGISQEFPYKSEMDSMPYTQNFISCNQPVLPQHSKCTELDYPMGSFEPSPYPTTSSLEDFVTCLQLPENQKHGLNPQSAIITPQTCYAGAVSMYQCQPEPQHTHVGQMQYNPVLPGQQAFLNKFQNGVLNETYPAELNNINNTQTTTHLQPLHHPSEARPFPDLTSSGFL
* hit, by the source's call; ? = inconclusive; / = no result given; [ ] = dose if it differs, or a comment. No enrichment for hits. About 3.9% of those tested had a hit in this group.

SMILES	CIT2 TOR yeast	LAP4 TOR yeast	CR mimetic SO	RPL19A TOR yeast	MEP2-GFP yeast	AGP1 TOR yeast	Efflux pump mplx	AHR activator
CC(=O)Nc1cccc(Oc2ccc([N+](=O)[O-])cc2Cl)c1	101	101	113	110	107	108	-0.1	5
Cc1ccc(CN(Cc2ccco2)C(=S)Nc2ccccc2C)cc1	88	99	106	99	99	94	0.3	0
COc1ccc(-c2nn(CC(=O)NCCc3ccccc3)c(=S)n2C)cc1	101	95	121	101	103	98	0.0	0
CCOc1ccccc1NC=C1C(=O)OC2(CCCCC2)OC1=O	106	112	97	109	106	104	0.0	0
O=C1NC(=Nc2ccc(F)cc2)SC1Cc1ccc(F)cc1 (stereo not drawn)	98	99	100	95	94	102	0.0	-6
CCc1cccc(NS(=O)(=O)c2c(C)n[nH]c2C)c1	87	93	107	97	94	100	-0.1	1
CCOC(=O)C1=CC[C@H]2c3c(c4ccccc4n3C)C(=O)C1N2S(=O)(=O)c1ccc(C)cc1	88	88	106	100	99	90	0.0	4
Cn1c(SCC(=O)N2CCOCC2)nnc1-c1ccncc1	100	95	105	106	102	99	-0.1	0
CCOC(=O)N1CCN(C(=O)C(=O)Nc2sc3c(c2C(=O)O)CC(C)(C)OC3)CC1	110	91	107	92	97	94	0.0	1
Cc1c(-c2nc(-c3ccc(C(C)(C)C)cc3)no2)n(C)oc1=O	94	109	100	98	95	102	-0.2	-2
COc1ccc(-c2cc(=O)oc3cc(OCC(=O)NCCN4CCOCC4)ccc23)cc1	102	91	115	99	97	101	0.3	2
CCC(C(=O)NCCCN1CCN(C)CC1)n1nc(C)n2c(cc3occc32)c1=O (stereo not drawn)	98	102	98	102	105	100	0.1	1
Cn1c(CNC(=O)CCNC(=O)c2cccc(F)c2)cc(=O)n(C)c1=O	100	83	87	94	95	91	0.1	0
CCOC(=O)c1ccc(CNC(=O)CSc2nc(NC(=O)c3ccccc3)c3c(C)c(C)oc3n2)cc1	103	96	98	100	93	103	0.1	0
CCC(OC(=O)c1nsc(Cl)c1Cl)C(=O)NC(C)(C)C (stereo not drawn)	72	89	75	98	102	91	0.1	-1

Reformatted: results already given.
CCOC(=O)N1CCN(C(=O)C(=O)Nc2sc3c(c2C(=O)O)CC(C)(C)OC3)CC1
  CIT2 TOR yeast: 110 | LAP4 TOR yeast: 91 | CR mimetic SO: 107 | RPL19A TOR yeast: 92 | MEP2-GFP yeast: 97 | AGP1 TOR yeast: 94 | Efflux pump mplx: 0.0 | AHR activator: 1

Cc1c(-c2nc(-c3ccc(C(C)(C)C)cc3)no2)n(C)oc1=O
  CIT2 TOR yeast: 94 | LAP4 TOR yeast: 109 | CR mimetic SO: 100 | RPL19A TOR yeast: 98 | MEP2-GFP yeast: 95 | AGP1 TOR yeast: 102 | Efflux pump mplx: -0.2 | AHR activator: -2

12 entries already listed, arranged by length of the SMILES, falling:
SMILES	CIT2 TOR yeast	LAP4 TOR yeast	CR mimetic SO	RPL19A TOR yeast	MEP2-GFP yeast	AGP1 TOR yeast	Efflux pump mplx	AHR activator
CCOC(=O)C1=CC[C@H]2c3c(c4ccccc4n3C)C(=O)C1N2S(=O)(=O)c1ccc(C)cc1	88	88	106	100	99	90	0.0	4
CCOC(=O)c1ccc(CNC(=O)CSc2nc(NC(=O)c3ccccc3)c3c(C)c(C)oc3n2)cc1	103	96	98	100	93	103	0.1	0
CCOC(=O)N1CCN(C(=O)C(=O)Nc2sc3c(c2C(=O)O)CC(C)(C)OC3)CC1	110	91	107	92	97	94	0.0	1
COc1ccc(-c2cc(=O)oc3cc(OCC(=O)NCCN4CCOCC4)ccc23)cc1	102	91	115	99	97	101	0.3	2
CCC(C(=O)NCCCN1CCN(C)CC1)n1nc(C)n2c(cc3occc32)c1=O (stereo not drawn)	98	102	98	102	105	100	0.1	1
Cn1c(CNC(=O)CCNC(=O)c2cccc(F)c2)cc(=O)n(C)c1=O	100	83	87	94	95	91	0.1	0
Cc1c(-c2nc(-c3ccc(C(C)(C)C)cc3)no2)n(C)oc1=O	94	109	100	98	95	102	-0.2	-2
CC(=O)Nc1cccc(Oc2ccc([N+](=O)[O-])cc2Cl)c1	101	101	113	110	107	108	-0.1	5
Cc1ccc(CN(Cc2ccco2)C(=S)Nc2ccccc2C)cc1	88	99	106	99	99	94	0.3	0
CCOc1ccccc1NC=C1C(=O)OC2(CCCCC2)OC1=O	106	112	97	109	106	104	0.0	0
CCc1cccc(NS(=O)(=O)c2c(C)n[nH]c2C)c1	87	93	107	97	94	100	-0.1	1
Cn1c(SCC(=O)N2CCOCC2)nnc1-c1ccncc1	100	95	105	106	102	99	-0.1	0

(list continues)
SMILES	CIT2 TOR yeast	LAP4 TOR yeast	CR mimetic SO	RPL19A TOR yeast	MEP2-GFP yeast	AGP1 TOR yeast	Efflux pump mplx	AHR activator
CN1CCC(N(C)S(=O)(=O)c2ccc(NC(=O)COc3ccc(F)cc3)cc2)CC1	109	101	86	97	99	110	0.0	0
S=C(NCCN1CCOCC1)Nc1ccc(Cl)cc1Cl	106	93	84	106	104	103	0.0	-2
COc1cccc(N(C(=O)Cn2nnc(-c3cccs3)n2)C(C(=O)NC(C)C)c2ccc(C)o2)c1 (stereo not drawn)	104	107	91	98	109	100	0.0	1
CCOc1ccc(/C=C2\SC(=S)N(C(C(=O)O)c3ccccc3)C2=O)cc1OC (stereo not drawn)	102	113	100	101	108	103	0.3	8
COc1cc(C2c3[nH]c4ccccc4c3CCN2Cc2cn(C)nc2C)ccc1F (stereo not drawn)	111	113	107	102	103	102	0.1	12
CCOC(=O)Nc1ccc2c(c1)N(C(=O)C(C)N1CCCC1)c1ccccc1CC2 (stereo not drawn)	97	100	115	96	102	97	0.0	3
CCOC(=O)N1CCN(C(=O)CCn2c(=S)[nH]c3ccsc3c2=O)CC1	100	94	95	97	87	95	0.1	-1
CCc1ccccc1NC(=S)N(Cc1cccnc1)Cc1ccco1	109	92	94	104	104	110	0.1	5
CCC(C)NC(=O)Nc1ccc(F)c(Cl)c1 (stereo not drawn)	86	98	109	96	105	96	0.0	3
CCC(CC)NC(=O)COC(=O)c1cc(Br)ccc1Cl	96	101	102	100	102	104	0.2	5
CCOC(=O)c1nc(C)nc(Sc2n[nH]c(-c3ccc(C(C)(C)C)cc3)n2)c1C	97	100	95	95	92	96	-0.2	4
COc1ccc2c(c1OC)C(=O)N(c1nc(SC)n[nH]1)C2=O	97	94	87	102	104	98	-0.1	-8
CC(C)(C)c1cc(NC(=O)c2c(F)cccc2Cl)n(-c2ccccc2)n1	105	111	88	103	115	95	0.2	3
CC1CCc2c(sc(NC(=O)CCC(=O)O)c2C(=O)NC2CC2)C1 (stereo not drawn)	110	108	90	104	104	105	0.1	-1
CCN(CC)CCNC(=O)c1cn(CCOC)c(=O)c2c1c1ccccc1n2C	98	87	95	104	108	93	-0.1	-1
CC(=O)c1ccc(S(=O)(=O)Nc2ccc3c(c2)OCO3)cc1	84	90	100	93	94	86	0.2	1
Cc1cc(NC(=O)CSc2nc3ccccc3c(=O)n2Cc2ccc(F)cc2)no1	103	112	107	104	101	104	0.3	5
CCCCNC(=O)N1CCN(S(C)(=O)=O)CC1	90	103	118	99	99	93	1.7	4
COc1ccc(NS(=O)(=O)NC(=O)c2c[nH]c3ccccc23)cc1	106	111	104	106	106	108	0.0	2
O=c1[nH]c(C2CCN(S(=O)(=O)c3ccc(S(=O)(=O)NC4CC4)cc3)CC2)nc2c1nnn2Cc1cccc(F)c1	97	107	90	102	106	103	2.5	1
Cc1ccc(C)c(NC(=O)C2CCCN2S(=O)(=O)c2ccc3c(c2)n(C)c(=O)c(=O)n3C)c1 (stereo not drawn)	102	101	109	102	102	101	0.5	-2
O=C(COC(=O)C1CCC1)Nc1ccc(Oc2ccccc2)cc1	92	117	88	98	92	102	0.1	0
O=C(Nc1cccc(C(F)(F)F)c1)c1cccnc1NCCO	101	89	103	101	97	96	-0.1	52*
CCCc1nc(NCc2ccncc2)c2nnn(Cc3ccccc3F)c2n1	101	99	102	102	96	102	0.2	81*
CC1(C)C(c2ccccc2)=[N+]([O-])C2(CCCCC2=O)N1O (stereo not drawn)	102	105	99	106	105	101	0.2	-4
CCCc1nnc(NC(=O)c2ccc([N+](=O)[O-])cc2)s1	?	77[may fluoresce violet]	87	56[may fluoresce violet]	214*[may fluoresce violet]	?	0.0	8
OCCC1CN(Cc2cccn2-c2cccnc2)CCN1C1CCCCC1 (stereo not drawn)	90	98	72	99	101	100	0.4	4
COC(=O)c1ccc(COc2cccc3c2CCN(Cc2ccccc2)C3=O)o1	91	110	96	100	102	95	0.3	4
CC1CCCC(C)N1CC(O)Cn1c2ccccc2c2ccccc21 (stereo not drawn)	101	101	97	103	102	106	0.0	3
COc1ccc(CCn2c(C)cc(C(=O)COC(=O)c3cnc(C)cn3)c2C)cc1	91	114	100	98	97	109	0.0	-9
COc1ccc(NC(=O)CN(C)C(=O)c2cccc(S(=O)(=O)N3CCCc4ccccc43)c2)cc1	115	106	107	104	99	115	-0.1	6
CCOC(=O)CNC(=O)c1c2c(nc3ccccc13)CCCC2	95	96	114	101	103	102	0.0	2
COc1ccc(C2(C(=O)NCc3ccco3)CCCC2)cc1OC	109	95	101	105	102	107	-0.1	0
CC(C)COc1cccc(C(=O)N(CC(=O)Nc2ccccc2C(F)(F)F)Cc2ccco2)c1	93	99	111	97	96	95	0.1	-1
CC1Cc2cc(/C(O)=C3/C(=O)C(=O)N(CCN4CCOCC4)C3c3cccc(Cl)c3)ccc2O1 (stereo not drawn)	95	103	87	102	101	103	0.1	13
O=C(COc1ccc(F)cc1Cl)N(Cc1nnc(-c2ccccc2Cl)o1)C1CC1	98	91	97	105	98	93	3.5	15
Cc1oc(-c2ccccc2)nc1CS(=O)CC(=O)NC1CCCC1 (stereo not drawn)	97	97	104	103	96	103	0.0	0
CC1=C(C(=O)Nc2cccc(C(=O)NC(C)C)c2)SCCO1	102	97	123	106	115	98	-0.1	4
O=C(CN1CCN(Cc2ccccc2)CC1)N1CCCCCC1	103	108	103	101	100	104	0.0	-2
Cc1ccc2nc(SCC(=O)N3CCCC3)[nH]c2c1	105	95	92	99	101	103	-6.5	12
Cc1ccc(N2CC(C(=O)Nc3ccncc3)CC2=O)cc1 (stereo not drawn)	106	103	85	103	102	103	0.0	-1
CCOC(=O)CC(=O)CSc1nc(C)nc2c1oc1ccccc12	103	120	103	106	120	105	0.1	2
C[C@H]1O[C@@H](n2cc(F)c(=O)[nH]c2=O)[C@H](O)[C@@H]1O	?	?	95	41*[may fluoresce violet]	?	?	-0.1	3
Cn1cccc1C(=O)NC(=O)COC(=O)c1ccc(O)cc1	100	105	98	105	111	108	0.1	-1
O=C(c1cc(COc2c(F)cccc2F)on1)N1CCC(c2ccccc2Cl)C1 (stereo not drawn)	100	92	113	104	100	97	0.0	7
Cc1ccc(C)n1NC(=O)c1ccc([N+](=O)[O-])cc1	/	91	120	95	98	94	0.2	-1
Cc1occc1C(=O)NC1CCCN(Cc2ccc(Cl)cc2)C1 (stereo not drawn)	105	108	86	105	113	109	0.1	-1
C=CCC1(CC=C)CCCN1C(=O)CC1C(=O)NCCN1Cc1cccc(OC)c1OC (stereo not drawn)	93	104	112	94	97	100	0.1	0
CCCc1nc2ccccc2c(C(=O)OC2CCOC2=O)c1CC (stereo not drawn)	105	100	96	98	100	101	0.0	4
